TGFb inhibitor – blocks TGF-b signaling; HepG2 CAGA-GFP TGF-b/SMAD3 reporter, GFP fluorescence, 18 h; TGF-beta stimulated, 500 pg/mL final; Potency, µM (top dose mostly 46.1 µM), without a hit: at the top dose activity, negative = inhibition, usual class: inhibitors; 410,000 compounds, 1.2% hits; AID 588855; note: potency is the fitted concentration of half-maximal effect; % is set by controls: 0 for no effect and ±100 for the full control effect; nearly all actives have a fitted effect of over 65% in size
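HEPG2 CAGA-GFP reporter cells (1000/well, DMEM with 1% FBS) received compounds, then recombinant TGF-beta at 500 pg/mL final for 18 hours at 37 degrees C. Per-cell GFP summed per well was normalised to unstimulated and stimulated DMSO controls before curve fitting.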
Akt phos inh – blocks phosphorylation of Akt; Neuro2A IGF-stimulated pAkt S473 HTRF, 20 min; active compounds read low; activity change, % for hits at 50 µM; 360,000 compounds, 0.32% hits; AID 651550; in the data active = activity change below about -80%; inconclusive = mostly about -51% to -80%; note: % is set by controls: 0 for no effect and ±100 for the full control effect
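Neuro2A cells (4,500/well, DMEM with 0.5% FBS) were treated with compound at a single 50 µM final concentration, stimulated with 6 nM IGF for 20 min at 37 °C, and lysed. Phospho-Akt Ser473 was read by HTRF as 665/615 ratio ×10^4.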
A549 tox – counter-screen for Nrf2 inhibitors: cytotoxicity in A549 cells; 390,000 compounds, 0.16% hits; A549 ARE-Fluc cells, CellTiter-Fluor viability, 18-24 h; Potency, µM (series often up to 46 µM), without a hit: top-dose activity change, negative = cytotoxicity, usual class: inhibitors; note: potency is the fitted concentration of half-maximal effect; % is set by controls: 0 for no effect and ±100 for the full control effect
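Cytotoxicity counterscreen: CellTiter-Fluor fluorescence was measured in A549 ARE_Fluc cells after 18-24 h of compound exposure in a concentration series. The subsequent BugLite luminescent read reports ARE-luciferase activity.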
CCT modulator – changes cytosolic chaperonin activity; purified chaperonin ATPase assay, HTRF ADP detection, 30 min; activity change, % (test concentration not listed), hits read low; 360,000 compounds, 0.3% hits; AID 651819; in the data active = activity change below about -30%; note: % is set by controls: 0 for no effect and ±100 for the full control effect
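TRiC (40 or 20 nM final, by batch activity) in 30 mM Tris pH 7.4, 100 mM KCl, 5 mM MgCl2, 1 mM DTT was treated with compound at 76 uM single dose, then 10 uM ATP, 30 min at 37 °C. ADP was read by HTRF Transcreener.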
MmCpn inh – M. maripaludis TRiC chaperonin inhibition | Potency, µM (highest dose often 76.9 µM), without a hit: at the top dose activity, negative = inhibition, usual class: inhibitors | purified Mm-Cpn ATPase, ADP Transcreener TR-FRET | 330,000 compounds, 0.031% hits | AID 504842; note: potency is the fitted concentration of half-maximal effect; % is set by controls: 0 for no effect and ±100 for the full control effect; nearly all actives have a fitted effect of over 80% in size
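Reaction buffer contained 30 mM Tris pH 7.4, 100 mM KCl, 5 mM MgCl2 and 1 mM DTT. Mm-CPN (25 nM final) hydrolysed 10 uM ATP over 30 min at 37°C; ADP was read by HTRF.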
Nrf2 ARE act – activators of Nrf2 (ARE) signaling; AID 624171; 410,000 compounds, 0.31% hits; AREc32 ARE-luciferase reporter (MCF7-derived line), luminescence, 24 h; Potency, µM (titrated, usually from 46.1 µM), without a hit: at the top dose activation, hits mostly activators; note: potency is the fitted concentration of half-maximal effect; % of control where 0% means no effect; nearly all actives have a fitted effect of over 65% in size
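ARE activation measured as luciferase luminescence (Steady-Glo, 30 min RT) in AREc32_Fluc cells after 24 hr compound exposure at 37 deg C, 5% CO2; cells seeded overnight at 1000/well in OPTI-MEM, 5% FBS.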
HepG2 tox – counter-screen for TGF-b inhibitors: cytotoxicity in HepG2 cells | HepG2 CAGA-GFP viability, ATP luminescence, 18 h | Potency, µM (titrated, usually from 46.1 µM), inactives show at the highest dose activity change, negative = cytotoxicity, usual class: cytotoxic | 410,000 compounds, 0.76% hits | AID 588856; note: potency is the fitted concentration of half-maximal effect; some results filed as inactive show a strong effect at the top dose
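HepG2 CAGA-GFP cells (1000/well, DMEM with 1% FBS) received compound, then TGF-beta at 500 pg/mL final, and were incubated 18 hours at 37 degrees C. Viability was read by CellTiter-Glo luminescence. Media-only wells were set as complete cell-killing and DMSO as no toxicity.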
Nrf2 block – Nrf2 pathway inhibition; A549 ARE-Fluc reporter, luciferase luminescence, 18-24 h; Potency, µM (top dose mostly 46 µM), inactives show at the top dose activity change, negative = inhibition, hits mostly inhibitors; 360,000 compounds, 2.1% hits; note: potency is the fitted concentration of half-maximal effect; % is set by controls: 0 for no effect and ±100 for the full control effect; nearly all actives have a fitted effect of over 60% in size
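A549 ARE_Fluc cells, 5000/well, 5% FBS OPTI-MEM; compounds in dose-response, 18-24 h at 37 °C/5% CO2; CellTiter-Fluor viability read (Ex 405/Em 525), then BugLite luciferase luminescence = Nrf2 activity.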
Abeta yeast res – restores growth of yeast expressing A-beta42 peptide. yeast expressing A-beta42, growth rescue, OD600, 48 h; response scale: 0% DMSO, 100% iron-clioquinol control. Potency, µM (series often up to 46.1 µM), inactives show top-dose growth rescue, usual class: activators. 410,000 compounds, 0.063% hits; note: potency is the fitted concentration of half-maximal effect; nearly all actives have a fitted effect of over 55% in size
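Yeast A-beta toxicity model in growth medium with pinned compounds, 48 h at 30 C; growth read as absorbance at 600 nm. Normalized to FeCl3/clioquinol equimolar mix (positive) and DMSO (negative).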
* marks the source's active call; other numbers are inactive results; i = inactive; u = inconclusive; x = no result given; & = joins results of further samples; [ ] = remark or other dose. Unless noted, calls come from the whole dose curve; as a rule, active = well fitted curve in the direction sought with a large enough effect; inconclusive = small, poorly fitted or top-dose-only effect, or another doubt; inactive = no such curve, though single readings can be large; an effect the other way counts as inactive or inconclusive.

| item | compound | TGFb inhibitor | Akt phos inh | A549 tox | CCT modulator | MmCpn inh |
| --- | --- | --- | --- | --- | --- | --- |
| 1 | COC(=O)C1=C(c2ccc(OC)c(OC)c2)C[C@@H]2CC[C@H]1N2C(=O)NCCNC(C)=O | 28% | i | 2% | 1.1 | -24% |
| 2 | COC(=O)c1c(N)n(Cc2ccc(OC)cc2)c2nc3ccccc3nc12 | -5% | i | -4% | 1.1 | 0% |
| 3 | COC(=O)C(O)(c1ccc(NC(=S)NC(=O)c2ccc(Cl)cc2Cl)c(C)c1)C(F)(F)F (configuration not stated) | u | i | -2% | -2.6 | 1% |
| 4 | OCc1cccc[n+]1CCc1ccccc1 | 19% | i | -2% | -1.3 | x |
| 5 | CC12CN3CCN(CC(C3)/C1=N/NC(N)=O)C2 | 5% | i | -6% | -0.2 | 0% |
| 6 | Cc1ccc(S(=O)(=O)N(C)C[C@H]2Oc3cc(Br)ccc3S(=O)(=O)N([C@H](C)CO)C[C@H]2C)cc1 | u | i | x | 0.0 | x |
| 7 | CC(=O)C1CCC2(O)C3CCC4=CC(=O)CCC4(C)C3CCC12C (configuration not stated) | -3% | i | -1% | -1.9 | x |
| 8 | CCOP(=O)(OCC)Oc1cc(C)c(N(C)C)c(C)c1 | -24% | i | -2% | 1.0 | -1% |
| 9 | COC(=O)C1=C(c2ccc(F)cc2OCc2ccccc2)C[C@@H]2CC[C@H]1N2C(=O)NCc1cccc(C(F)(F)F)c1 | -4% | i | -9% | 0.7 | 0% |
| 10 | C[C@H](CO)N1C[C@H](C)[C@H](CN(C)S(=O)(=O)c2ccc(Cl)cc2)OCc2ccccc2-c2c(n(C)c3ccccc23)C1=O | u | i | x | -3.0 | x |

| item | Nrf2 ARE act | HepG2 tox | Nrf2 block | Abeta yeast res |
| --- | --- | --- | --- | --- |
| 1 | 0.3% | -5% | 12% | -16% |
| 2 | 0.1% | 0% | x | 3% |
| 3 | 2.9% | -61% | u | 22% |
| 4 | -0.1% | 30% | 7.3µM* | -47%[inhibitor] |
| 5 | 0.6% | 1% | 3% | -1% |
| 6 | 0.3% | -22% | x | 9% |
| 7 | 0.2% | 16% | -3% | -12% |
| 8 | 3.5% | -11% | 3% | 3% |
| 9 | 4.7% | -21% | u | -1% |
| 10 | 2.1% | -19% | x | -2% |

The listing continues.
| item | compound | TGFb inhibitor | Akt phos inh | A549 tox | CCT modulator | MmCpn inh |
| --- | --- | --- | --- | --- | --- | --- |
| 11 | CC1CCC(NCC(O)c2ccccc2)CC1 (configuration not stated) | 0% | i | -9% | -0.5 | 4% |
| 12 | O=C(C1CCCN(S(=O)(=O)c2cccc3nsnc23)C1)N1CCC2(CC1)OCCO2 (configuration not stated) | -14% | i | 0% | 0.8 | 2% |
| 13 | O=c1c2ccccc2[se]n1-c1ccccc1 | u | i | -3% | -1.5 | -1% |
| 14 | C=CCn1c(O)c(C(C)=Nc2ccc(N(CC)CC)cc2)c(=O)[nH]c1=O | 7% | i | -21% | -4.7 | 0% |
| 15 | CC[C@@H](CO)NC(=O)[C@@H]1C=C2c3cccc4[nH]cc(c34)C[C@H]2N(C)C1 | 12% | i | -7% | -0.3 | x |
| 16 | Nc1ccccc1C(=O)OCc1ccc([N+](=O)[O-])cc1 | 4% | i | 0% | 0.7 | 0% |
| 17 | CC(=NCCCN1CCCCC1)c1c(O)n(Cc2ccccc2)c(=O)[nH]c1=O | -15% | -116%* | 14% | -2.5 | 0% |
| 18 | O=C(CCc1ccccc1)N1Cc2cc(N3CCOCC3)ccc2-n2nncc2C1 | 3% | i | x | -0.1 | x |
| 19 | CCCNC(=O)Cn1cnc2sc(C(=O)N3CCC4(CC3)OCCO4)c(C)c2c1=O | 8% | i | 2% | 1.8 | 0% |
| 20 | Cc1ccc(S(=O)(=O)NC(Cc2cnc[nH]2)C(=O)O)cc1 (configuration not stated) | u | i | -2% | -1.5 | 1% |

| item | Nrf2 ARE act | HepG2 tox | Nrf2 block | Abeta yeast res |
| --- | --- | --- | --- | --- |
| 11 | -0.1% | -5% | x | 8% |
| 12 | 0.0% | -25% | 6% | 3% |
| 13 | u | -29%&-54% | -16% | -67%[inhibitor] |
| 14 | 0.3% | -1% | -17% | 9% |
| 15 | 0.3% | 4% | -3% | -14% |
| 16 | 3.2% | 0% | u | 12% |
| 17 | 0.2% | -14% | -8% | 28% |
| 18 | -0.8% | 1% | x | -13% |
| 19 | -0.5% | 3% | 15% | -12% |
| 20 | -0.3% | -1% | 2% | 15% |

Next section
| item | compound | TGFb inhibitor | Akt phos inh | A549 tox | CCT modulator | MmCpn inh |
| --- | --- | --- | --- | --- | --- | --- |
| 21 | C/C(O)=C(\C#N)C(=O)Nc1cc(Br)ccc1Br | 3% | x | -2% | -1.0 | 4% |
| 22 | CC(C)(C)P(=O)(N1CCOCC1)N1CCOCC1 | 3% | i | 5% | -2.2 | -2% |
| 23 | CN1CSC(=S)N(C)C1 | u | i | 3% | -3.8 | x |
| 24 | COc1cc(/C=C2\C(=O)NC(=O)N(c3ccccc3)C2=O)cc(OC)c1OC | -23% | i | -3% | -3.1 | 2% |
| 25 | CC12CN3CCN(C1)CC(C)(C3)C2=NO | u | i | 0% | -0.9 | 1% |
| 26 | Cc1ccc(N2C(=O)NC(=O)/C(=C\c3cccn3C(C)(C)C)C2=O)cc1 | -2% | i | -4% | 1.8 | -2% |
| 27 | CC12C=CC(=O)CC1CCC1C2CCC2(C)C(O)C(O)CC12 (configuration not stated) | 5% | i | 2% | -1.1 | x |

| item | Nrf2 ARE act | HepG2 tox | Nrf2 block | Abeta yeast res |
| --- | --- | --- | --- | --- |
| 21 | 0.5% | 3% | -16% | 0% |
| 22 | -0.5% | -1% | -3% | 8% |
| 23 | -0.1% | -59% | -17% | -73%[inhibitor] |
| 24 | 0.3% | 9% | 11% | 2% |
| 25 | -0.4% | 2% | -24% | -1% |
| 26 | 0.4% | -1% | 6% | -11% |
| 27 | u | 9% | -8% | -19% |

Screen by screen, from the results shown.
Nos. 21–27 in Abeta yeast res read 0%, 8%, -73%[inhibitor], 2%, -1%, -11%, -19%
Nos. 21–27 in Nrf2 block read -16%, -3%, -17%, 11%, -24%, 6%, -8%

Shown tab-delimited: part of the list above.
#	structure	TGFb inhibitor	Akt phos inh	A549 tox	CCT modulator	MmCpn inh	Nrf2 ARE act	HepG2 tox	Nrf2 block	Abeta yeast res
24	COc1cc(/C=C2\C(=O)NC(=O)N(c3ccccc3)C2=O)cc(OC)c1OC	-23%	i	-3%	-3.1	2%	0.3%	9%	11%	2%
21	C/C(O)=C(\C#N)C(=O)Nc1cc(Br)ccc1Br	3%	x	-2%	-1.0	4%	0.5%	3%	-16%	0%
23	CN1CSC(=S)N(C)C1	u	i	3%	-3.8	x	-0.1%	-59%	-17%	-73%[inhibitor]

Profiles from above:
Shown for `CC(=NCCCN1CCCCC1)c1c(O)n(Cc2ccccc2)c(=O)[nH]c1=O` : TGFb inhibitor = -15%; Akt phos inh = -116%*; A549 tox = 14%; CCT modulator = -2.5; MmCpn inh = 0%; Nrf2 ARE act = 0.2%; HepG2 tox = -14%; Nrf2 block = -8%; Abeta yeast res = 28%
Shown for `CN1CSC(=S)N(C)C1` : TGFb inhibitor = u; Akt phos inh = i; A549 tox = 3%; CCT modulator = -3.8; MmCpn inh = x; Nrf2 ARE act = -0.1%; HepG2 tox = -59%; Nrf2 block = -17%; Abeta yeast res = -73%[inhibitor]
Shown for `COc1cc(/C=C2\C(=O)NC(=O)N(c3ccccc3)C2=O)cc(OC)c1OC` : TGFb inhibitor = -23%; Akt phos inh = i; A549 tox = -3%; CCT modulator = -3.1; MmCpn inh = 2%; Nrf2 ARE act = 0.3%; HepG2 tox = 9%; Nrf2 block = 11%; Abeta yeast res = 2%

Screens from PubChem.

These rows are one share of the data, so the mix of outcomes need not match the whole.
